# Screening results (PubChem BioAssay)
# ABHD4 inh: inhibits mouse alpha/beta hydrolase domain 4 | Q8VD66 | purified mABHD4, FP-Rh probe fluorescence polarization | inhibition, % at 8.92 µM | hit rate 0.54% among 370,000;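 active means inhibition exceeding the mean over every tested compound plus 3 SD, cut at about 30% in these data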;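 further: 0% = plate median of compound wells and 100% = S159A mutant with DMSO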
#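 Assay system: mABHD4 protein; medium: HEPES pH 7.0, NaCl, Pluronic buffer; dosing: 8.92 µM, single dose; schedule: 45 min + 60 min at 25 °C; signal: FP readout, ex 525 nm / em 598 nm; read-out: normalized percent inhibition of probe labeling; repeats: single replicate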
# rCAG binder: molecules binding r(CAG) RNA repeats. r(CAG) RNA repeat, TO-PRO-1 dye displacement fluorescence. inhibition, % at 3 µM. AID 651821. hit rate 1.3% among 370,000;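 active means inhibition above the plate cutoff, the mean of all test compounds on that plate plus 3 SD, cut at about 35% in these data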;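 further: 0% = DMSO alone and 100% = 100 µM mitoxantrone as full dye displacement; higher means more dye released from RNA so lower well fluorescence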
# HTRA1 inh: HTRA1 (human) protease inhibition; Q92743; recombinant HTRA1, FP-rhodamine activity-based probe, fluorescence polarization; inhibition, % at 5.96 µM; hit rate 0.5% among 340,000; AID 504803; in the data active means inhibition above about 36%;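 further: 0% = enzyme with DMSO and 100% = wells lacking enzyme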
# Target sequence (Q92743 whole entry, looked up): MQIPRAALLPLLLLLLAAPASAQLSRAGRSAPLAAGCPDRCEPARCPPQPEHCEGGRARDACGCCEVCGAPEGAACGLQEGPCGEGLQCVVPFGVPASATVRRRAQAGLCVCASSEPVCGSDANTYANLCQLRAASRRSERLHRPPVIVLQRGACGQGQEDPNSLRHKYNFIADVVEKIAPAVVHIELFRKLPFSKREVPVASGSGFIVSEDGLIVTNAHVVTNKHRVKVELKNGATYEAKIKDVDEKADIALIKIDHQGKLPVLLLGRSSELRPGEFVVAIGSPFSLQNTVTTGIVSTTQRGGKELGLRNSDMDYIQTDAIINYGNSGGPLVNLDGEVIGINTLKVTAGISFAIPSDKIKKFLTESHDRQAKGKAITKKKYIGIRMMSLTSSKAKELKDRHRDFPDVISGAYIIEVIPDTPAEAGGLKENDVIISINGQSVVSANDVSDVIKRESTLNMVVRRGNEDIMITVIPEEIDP
# MBD2 inh: MBD2-methylated oligo binding inhibition. TR-FRET, MBD2 binding to methylated oligonucleotide. inhibition, % at 4.4 µM. hit rate 0.31% among 370,000. AID 686964; in the data active means inhibition above about 13%
# PRMT1 inh: blocks human protein arginine methyltransferase 1. Q99873. recombinant PRMT1, activity-based probe fluorescence polarization. inhibition, % at 2.79 µM. hit rate 1.3% among 370,000. AID 652257;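 active means inhibition above about 21% made by adding two undisclosed values, limit read from the data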
# Target sequence (Q99873 whole entry, looked up): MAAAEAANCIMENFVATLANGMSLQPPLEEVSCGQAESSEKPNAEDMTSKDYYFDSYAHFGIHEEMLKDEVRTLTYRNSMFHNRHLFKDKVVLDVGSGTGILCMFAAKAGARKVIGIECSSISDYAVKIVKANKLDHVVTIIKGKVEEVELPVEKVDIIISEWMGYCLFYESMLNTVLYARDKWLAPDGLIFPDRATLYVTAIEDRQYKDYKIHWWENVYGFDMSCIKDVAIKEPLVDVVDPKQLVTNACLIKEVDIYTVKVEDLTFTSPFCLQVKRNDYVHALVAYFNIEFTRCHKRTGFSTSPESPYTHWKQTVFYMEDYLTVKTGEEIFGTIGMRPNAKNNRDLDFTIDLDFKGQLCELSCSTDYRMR
# NPR1 activator: GC-A (human) enzyme activation | P16066 | HEK293 GC-A cells, cGMP TR-FRET, EC30 ANP; 0% at EC30 ANP, 100% saturating ANP | activation, % at 10 µM | hit rate 0.14% among 370,000; in the data active means activation above about 40%
# TCR-CD3 inh: inhibitors of human TCR-CD3 interaction; TAMRA-labeled TCR probe fluorescence, biochemical; inhibition, % at 9.4 µM; hit rate 0.37% among 360,000; in the data active means inhibition above about 19%;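 further: recombinant mutant TCR 2C K166C tagged with TAMRA read by polarization; 0% = receptor in buffer alone and 100% = receptor with positive control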
# SIAE inh: human SIAE inhibition, primary screen; SIAE FP-Rh probe binding, fluorescence polarization; Q9HAT2; inhibition, % at 9.66 µM; hit rate 0.69% among 370,000;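 active means inhibition above a cutoff: mean of compounds within the control limits plus 3 SD of those, cut at about 17% in these data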;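 further: 0% = plate median of compound wells and 100% = probe without SIAE protein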
# NPR2 activator: GC-B (human) receptor activation; P20594; HEK293-GC-B cells, CNP EC30, cGMP TR-FRET; 0% at EC30 CNP, 100% saturating CNP; activation, % at 10 µM; hit rate 0.11% among 370,000; AID 1920062;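 active means activation at 10 µM reaching about 35% in either raw or pattern-adjusted values, limit read from the data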
# UHRF1 MBD2 ctr: UHRF1 methyl-DNA binding inhibition; inhibition, % at 4.4 µM; Q96T88; hit rate 0.75% among 370,000; UHRF1 binding to methylated oligo, TR-FRET; in the data active means inhibition above about 21%;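 further: UHRF1 SRA domain binding a hemimethylated CpG hairpin DNA probe; 0% = median of test compound wells and 100% = reference inhibitor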
# Active calls of the source: *; / = no result given.
SMILES,ABHD4 inh,rCAG binder,HTRA1 inh,MBD2 inh,PRMT1 inh,NPR1 activator,TCR-CD3 inh,SIAE inh,NPR2 activator,UHRF1 MBD2 ctr
Cc1oc(-c2ccc(Cl)cc2)nc1CN1CCCC(C(=O)N2CCN(C(=O)c3ccco3)CC2)C1 (stereo not given),-1,10,0,-5,-2,1,-6,-3,-4,2
CC(=O)Nc1ccc(N2C(=O)c3cccc(NC(C)=O)c3C2=O)cc1,1,-1,6,4,2,2,-2,6,-5,-1
COc1ccc2c(c1)[nH]c1c(=O)n(CCN3CCCC3)cnc12,-2,-2,2,0,-2,-3,-11,1,0,6
CC(=O)NC(CCCCNC(=S)NC1CCCCC1)C(=O)O (stereo not given),4,-3,0,1,-5,3,-1,3,2,1
COc1ccc(NC(=O)c2ccc(S(=O)(=O)N3CC(C)OC(C)C3)cc2)cc1 (stereo not given),-3,2,5,0,-3,-3,-1,16,0,-1
CN1C(CC(=O)c2ccccc2)CCCC1CC(O)c1ccccc1 (stereo not given),0,-4,-5,5,6,-2,-8,-2,-6,3
CCC(=O)Nc1ccc(NC(=S)NC(=O)c2cc3ccccc3o2)cc1,-4,0,2,-2,-3,0,5,3,-2,-4
CC(C)c1ccc(NC2CCCN(C(=O)c3ccc(N4CCOCC4)cc3)C2)cc1 (stereo not given),2,-9,3,2,1,-2,8,7,-1,-2
CCCCS(=O)(=O)N1CCCC(C(=O)NCC2CCCO2)C1 (stereo not given),-2,-3,1,-2,-4,0,0,5,-2,-1
Cc1cc(NC(=O)CCC(=O)N(CC(=O)NC2CCCC2)c2ccc(F)c(Cl)c2)no1,2,-9,-5,3,3,-1,-5,0,1,0
CCc1ccccc1NC(=S)N(Cc1ccc(C(=O)O)cc1)Cc1ccc(OC)c(OC)c1,-7,9,-2,-5,0,3,0,4,0,-1
O=C(CSc1nnc(COc2ccc(Cl)cc2)n1Cc1ccco1)c1ccccc1F,2,2,-6,1,1,-4,-2,-3,-5,3
CCOC(=O)C1(CCOC)CCN(Cc2cccc(OCc3ccccc3)c2)CC1,0,-9,2,-1,0,-3,-4,0,0,0
COc1ccc(NC(=O)C(=O)NCC2CCCN2S(=O)(=O)c2cc(C)ccc2C)cc1 (stereo not given),-3,-3,-14,4,-1,0,8,-4,-1,-1
CC(/C=C/c1ccc(N(C)C)cc1)=N/N=C1/NC(=O)CC(C(=O)Nc2ccc(Cl)cc2)S1 (stereo not given),-8,41*,18,1,-2,-5,1,11,-1,-3
Cc1ccc(C)c(S(=O)(=O)NCc2ccc(C(=O)N3CCN(C)CC3)cc2)c1,4,-6,-6,9,0,-3,0,2,-2,3
Cc1ccc(N2CC(C(=O)N3CCN(c4ccccn4)CC3)CC2=O)cc1 (stereo not given),-2,3,-4,0,-3,-4,-1,-4,-3,2
COc1ccc(S(=O)(=O)Nc2ccc3c(c2)OCCO3)cc1OC,4,-1,5,4,-2,-3,1,-2,-1,1
O=C(C1CCCN(S(=O)(=O)c2cccc3cccnc23)C1)N1CCc2ccccc21 (stereo not given),0,-1,-8,1,-3,-6,-1,8,9,-2
Cc1nc(-c2ccc(NC(=O)c3cccs3)cc2)cs1,-12,9,-23,1,0,1,6,-11,-3,0
CN=C(C[N+](=O)[O-])NCCSCc1ccc(CN(C)C)o1,-12,1,6,-7,3,-1,7,7,4,-3
Cc1ccc(NS(=O)(=O)c2cccc3cccnc23)c(Br)c1,-13,-2,-18,-1,-5,3,-7,-1,-1,3
COc1cc([N+](=O)[O-])ccc1NC(=O)CCCOc1cccc(C)c1,-6,-3,-21,7,-2,-3,-6,-2,-3,17
Cc1cccc(NC(=O)C23CCC(C)(C(=O)O2)C3(C)C)c1 (stereo not given),2,-5,2,3,1,2,-3,-4,-4,-1
N#Cc1c(-c2cccs2)nc(SCc2ccc(Cl)cc2)[nH]c1=O,-121,87*,-143,-2,10,30,-7,-39,12,4
CC(C)CC(=O)N1CCC(O)(CS(=O)(=O)c2ccc(Cl)c(Cl)c2)CC1,-2,-6,8,-3,0,1,9,10,5,2
CC(C)NC(=O)c1nc2ccccc2s1,5,2,-1,1,0,11,0,9,5,0
CCCCCCCCN1C(=O)[C@@H](CC(=O)N2CCC(c3ccccc3)CC2)C[C@@]2(C(=O)OC)C1=C[C@H](C(C)(C)C)O[C@@H]2C,5,3,/,-1,-3,-1,-2,1,6,4
O=C1CC2(CCN(C(=O)COc3ccc(F)cc3)CC2)Oc2ccccc21,-1,-7,-1,2,-1,-2,2,5,-3,0
O=[N+]([O-])c1cccc(N(CC2CO2)S(=O)(=O)c2ccccc2)c1 (stereo not given),3,0,-1,2,-2,3,7,1,-2,-1
Cc1ccc(NC(=S)NC(=O)c2ccccc2)cc1NC(=S)NC(=O)c1ccccc1,-19,11,-13,-1,-1,4,-4,-13,-1,1
CC1(C(=O)NS(=O)(=O)Cc2ccccc2)CCN1C(=O)C1(c2ccc(Cl)cc2)CCC1 (stereo not given),13,41*,/,3,0,0,2,-1,0,20
Nc1c(S(=O)(=O)c2ccccc2)cnc2c(-c3ccc(F)cc3)cnn12,-8,2,2,-1,3,0,-8,3,-8,6
COc1ccc(C(CNC(=O)c2cc3ccccc3o2)N2CCCCC2)cc1 (stereo not given),2,-6,-1,-3,0,-7,5,6,-7,-1
COc1cccc(C(CC(=O)Nc2cccc3ccccc23)NC(=O)c2ccccc2)c1 (stereo not given),-18,6,-15,-5,-3,-4,3,-33,0,-1
O=C(NCC(c1cccs1)N1CCOCC1)c1ccc(Cl)cc1 (stereo not given),-8,-1,0,-2,0,-6,5,-9,-9,2
Fc1ccc(-c2cc(C(F)(F)F)nc(NCc3cccs3)n2)cc1,-15,-1,-6,-1,3,8,-5,-2,10,3
Nc1ccc2nc(CN3CCOCC3)[nH]c2c1,9,0,1,-5,-1,6,8,1,4,-6
O=C(Nc1cccnc1)c1cc(-c2ccccc2)on1,3,0,3,-5,1,7,-11,-1,-8,-1
CN(C(=O)CSc1nc(O)cc(=O)n1C1CCCC1)c1ccccc1,-4,13,-2,7,21,0,-10,1,1,3
Cc1n[nH]c(C)c1CCc1nc2c3ccccc3nc(SCC(N)=O)n2n1,5,-3,-2,3,-3,3,4,-5,3,0
CN1CCN(c2ccc([N+](=O)[O-])cc2C(=O)N2CCCCC2)CC1,0,0,3,-5,0,-2,8,3,0,-1
c1ccc(Cn2ncc3c(Nc4ccccc4)ncnc32)cc1,-7,4,-12,2,0,4,-8,0,5,1
CCOC(=O)N1CCN(c2c(NCCc3ccc(C)cc3)c(=O)c2=O)CC1,-2,-1,2,-2,3,8,3,-4,-2,0
Cc1cc(SCC(=O)OCC(=O)NCc2ccc3c(c2)OCO3)c(C)cc1Br,2,0,-14,1,2,0,-4,-4,-13,2
CCOc1cccc(CN2CCN(c3cccc(C(F)(F)F)c3)CC2)c1O,2,-7,-32,3,0,2,-1,3,1,-1
Cn1cc(C(=O)NCc2ccccc2F)cn1,-1,0,11,5,0,1,4,7,5,17
O=C(CN(C(=O)CNC(=O)c1ccco1)c1ccc(F)cc1)NC1CCCC1,-1,-3,-3,5,0,0,1,-3,2,0
NS(=O)(=O)c1ccc(CCNC(=O)Nc2ccc(Cl)c(Cl)c2)cc1,-26,9,-15,-5,0,-7,2,-16,1,-1
Cc1ccc2cc3c(nc2c1)OCC3,8,-1,4,-2,2,-1,5,-1,5,1

# Part of the list above in order of count of non-hydrogen atoms, descending.
SMILES,ABHD4 inh,rCAG binder,HTRA1 inh,MBD2 inh,PRMT1 inh,NPR1 activator,TCR-CD3 inh,SIAE inh,NPR2 activator,UHRF1 MBD2 ctr
Cc1cc(SCC(=O)OCC(=O)NCc2ccc3c(c2)OCO3)c(C)cc1Br,2,0,-14,1,2,0,-4,-4,-13,2
CN1CCN(c2ccc([N+](=O)[O-])cc2C(=O)N2CCCCC2)CC1,0,0,3,-5,0,-2,8,3,0,-1
Cn1cc(C(=O)NCc2ccccc2F)cn1,-1,0,11,5,0,1,4,7,5,17

# Ordered by the number under MBD2 inh (low to high): four of the compounds above
SMILES | MBD2 inh
CN1CCN(c2ccc([N+](=O)[O-])cc2C(=O)N2CCCCC2)CC1 | -5
CCOC(=O)N1CCN(c2c(NCCc3ccc(C)cc3)c(=O)c2=O)CC1 | -2
c1ccc(Cn2ncc3c(Nc4ccccc4)ncnc32)cc1 | 2
Cn1cc(C(=O)NCc2ccccc2F)cn1 | 5

# New compounds follow
SMILES,ABHD4 inh,rCAG binder,HTRA1 inh,MBD2 inh,PRMT1 inh,NPR1 activator,TCR-CD3 inh,SIAE inh,NPR2 activator,UHRF1 MBD2 ctr
CCOC(=O)c1sc2ncn(CC(=O)N(CC)CC)c(=O)c2c1C,-1,-4,-6,-3,3,1,1,6,2,-4
CC(=O)Nc1ccc(N=c2cc([N+](=O)[O-])cc(Cl)n2O)cc1,3,-2,-2,-6,-1,-3,3,-1,6,-3
c1n[nH]c(NC2=NCCC2)n1,-1,0,9,-3,-1,-3,-1,-4,1,2
COC(=O)Cc1c(C)c2ccc(OCC(=O)N(C)C)cc2oc1=O,3,-4,4,-3,-6,0,-2,-1,1,0
Oc1ccc(-c2nc3ccccc3nc2-c2ccccc2)cc1,-15,-1,-15,-4,-2,3,0,-1,-2,0
O=C(CSC1CCCCC1)N1CCN(c2ccccc2)CC1,6,-8,-3,1,-1,-2,10,-1,5,3
CCOC(=O)CCn1nc(-c2ccc(Cl)cc2)cc1N,1,10,-1,-3,-1,-1,-1,-3,-7,-3
Oc1ccccc1/C=N/n1c2ccccc2c2ccccc21,1,2,6,-3,-2,-1,4,-2,-2,-3
O=C(c1ccco1)N1N=C(c2ccco2)CC1c1ccc(Cl)cc1Cl (stereo not given),-7,8,-28,6,11,12,-3,-3,13,1
O=c1c(/C=N/OCc2ccc(Cl)cc2Cl)c[nH]n1-c1cccc(Cl)n1,10,11,-2,-3,-2,0,-11,6,3,-3
COc1cc(NC(=O)Cn2cnc3c(NCc4ccccc4)ncnc32)cc(OC)c1OC,-8,1,-1,6,8,-4,-1,2,-5,5
C=C(Cl)COC(=O)[C@H]1C2C=CC(C2)C1C(=O)O (stereo not given in full),1,0,1,-4,0,1,4,0,5,-2
O=[N+]([O-])c1cccc(S(=O)(=O)N2CCCCC2c2cccnc2)c1 (stereo not given),-4,-2,2,7,4,-1,-4,-3,-5,2
COc1ccc(CC(=O)O)cc1O,5,2,-6,3,-1,-1,2,3,4,-1
Cn1c(SCc2nc(-c3ccccc3)no2)nnc1-c1cccs1,0,1,3,-5,1,1,8,-2,4,1
COCC(=O)N1CCC(Oc2ccc(C(=O)NC(C)c3nccs3)cc2)CC1 (stereo not given),3,-5,3,7,4,4,-5,-5,2,19
COc1cccc(-n2nc3c(-n4ncc(C#N)c4N)nnc(C)c3c2C)c1,5,0,1,-4,2,4,4,2,-5,3
Cc1c(C(=O)OCC(=O)Nc2ccc(N3CCOCC3)cc2)oc2ccccc12,-1,3,-8,1,-1,0,-1,-3,-4,-3
Cc1ccc(-c2nc(-c3cccnc3)no2)c(C)c1,2,2,-14,2,0,3,-1,-3,-5,2
C=CCNC(=S)NNC(=O)c1cccnc1,-3,12,2,0,3,4,1,1,3,0
COc1ccc(C(=S)N2CCN(c3cccc(Cl)c3)CC2)c(OC)c1,0,-2,-16,5,13,-11,5,2,-4,0
Cc1ccc(SCc2[nH]nc3c2C2(C(=O)Nc4ccc(F)cc42)C(C#N)=C(N)O3)cc1 (stereo not given),3,-1,-18,7,-2,-1,2,-2,3,0

# A portion of the library. The share of hits here may be higher or lower than overall.
